U2OS ROS induce = ROS inducers in U2OS cancer cells, primary screen, cell-based, H2DCF-DA fluorescence | hit rate 2% among 46,000 | ROS induction (% of piperlongumine), % at 10 µM | AID 624156, 2012 | U2OS ROS induction; in the data active = ROS induction above about 79%, passing the limit was not always enough;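 note: 0% = DMSO vehicle median and 100% = reference compound median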
* marks the source's active call; other numbers are inactive results. The list is partial (hit frequency here may not be typical).

Structure | U2OS ROS induce
Cc1cc(C)n2c(Br)c(CSc3nc4ccccc4o3)nc2n1 | 1.0
COc1ccc(CNC(=O)Cc2cccs2)cc1OC | -1.1
Cc1noc(C)c1NC(=O)Nc1cccc2c1O[C@H](CN(C)C(=O)NC(C)C)[C@@H](C)CN([C@@H](C)CO)C2=O | -19.0
CCOC(=O)c1csc(-c2cn(C(C)C)c(=O)n(Cc3ccccc3)c2=O)n1 | -0.5
CCn1c(C)nc2cc(S(=O)(=O)C(F)(F)F)ccc21 | 3.3
CC1(C)CC(=O)C(c2nc3ccc(C(=O)c4ccccc4)cc3[nH]2)=C(O)C1 | -5.4
C[C@H](CO)N1C[C@H](C)[C@H](CN(C)C(=O)Nc2ccccc2)Oc2c(NC(=O)Nc3ccc(C(F)(F)F)cc3)cccc2C1=O | 19.1
C[C@@H]1CN([C@H](C)CO)C(=O)CCCn2cc(nn2)CO[C@H]1CN(C)C(=O)Nc1cccc2ccccc12 | 2.6
NC(=O)CSc1ncn(-c2ccccc2)n1 | -9.9
C[C@H]1CN([C@@H](C)CO)C(=O)c2cc(NC(=O)Nc3ccc(C(F)(F)F)cc3)ccc2O[C@@H]1CN(C)Cc1ccncc1 | 2.2
CCC(C)(CN(C)C)OC(=O)c1ccccc1 (stereo unspecified) | 15.3
C[C@@H]1O[C@@H](O[C@@H]2[C@@H](O)[C@H](O)[C@@H](CO)O[C@H]2c2c(O)cc3oc(-c4ccc(O)cc4)cc(=O)c3c2O)[C@H](O)[C@H](O)[C@H]1O | -2.2
COc1ccc(NC(=O)Nc2ccc3c(c2)CC(=O)N([C@@H](C)CO)C[C@H](C)[C@H](CN(C)C(=O)Nc2ccc(OC)cc2)O3)cc1 | 3.5
COc1ccc(NC(=O)c2ccccc2NC(=O)COc2cccc([N+](=O)[O-])c2)cc1 | 4.2
C[C@@H]1CN([C@H](C)CO)C(=O)c2cc(NC(=O)C3CCCCC3)ccc2O[C@@H]1CN(C)S(=O)(=O)c1ccc(Cl)cc1 | 0.7

Structure | U2OS ROS induce
C[C@H]1CN([C@@H](C)CO)C(=O)Cc2cc(NC(=O)Nc3ccc4c(c3)OCO4)ccc2O[C@H]1CN(C)Cc1ccc(C(=O)Nc2ccccc2N)cc1 | 29.3
CC(C)NC(=O)N(C)C[C@H]1Oc2ccc(NS(=O)(=O)c3ccc(Cl)cc3)cc2C(=O)N([C@@H](C)CO)C[C@H]1C | -1.2
Cc1ccc(C(=O)COC(=O)C2c3ccccc3Oc3ccccc32)cc1C | 1.9
O=C(CSc1nnc2scc(-c3ccc(Cl)cc3)n12)NCc1ccc2c(c1)OCO2 | -5.8
COc1ccc(-c2nnc(SCC(=O)c3ccc(-c4ccccc4)cc3)o2)cc1OC | -6.7
CN(C)S(=O)(=O)c1ccc2c(c1)/C(=C/c1cc3c([nH]1)CCCC3)C(=O)N2 | 98.2*
O=C(Oc1ccc(N(Cc2cccs2)C2=NS(=O)(=O)c3ccccc32)cc1)c1ccccc1 | 56.7
CCOc1ccccc1NC(=S)NCc1cccn1C | 4.0
COc1ccc2c(c1)c(CC(=O)Nc1ncccc1C)c(C)n2C(=O)c1ccc(Cl)cc1 | 13.5
COc1ccc(OC)c(C2C(C(=O)c3ccco3)C(=O)C(=O)N2CCN(C)C)c1 (stereo unspecified) | -5.5
O=C(O)c1ccc(/C=N/NC(=O)c2ccc(C(=O)NO)cc2)cc1 | -5.8
C[C@H](CO)N1C[C@H](C)[C@H](CN(C)Cc2ccc(C(=O)O)cc2)Oc2ccc(NS(=O)(=O)c3ccccc3)cc2CC1=O | -10.2
CNC(=O)CN(c1cc(C)ccc1C)S(=O)(=O)c1ccccc1 | -3.7
C[C@@H]1CN([C@@H](C)CO)C(=O)c2cc(NC(=O)Cn3cnnn3)ccc2O[C@@H]1CN(C)C(=O)Nc1ccc2c(c1)OCO2 | -11.6
Cc1noc(C)c1S(=O)(=O)Nc1ccc2c(c1)C(=O)N([C@H](C)CO)C[C@@H](C)[C@H](CN(C)C)O2 | -13.3

Ordered by count of non-hydrogen atoms (lowest first): 3 of the compounds above
Structure | U2OS ROS induce
Cc1ccc(C(=O)COC(=O)C2c3ccccc3Oc3ccccc32)cc1C | 1.9
O=C(CSc1nnc2scc(-c3ccc(Cl)cc3)n12)NCc1ccc2c(c1)OCO2 | -5.8
CC(C)NC(=O)N(C)C[C@H]1Oc2ccc(NS(=O)(=O)c3ccc(Cl)cc3)cc2C(=O)N([C@@H](C)CO)C[C@H]1C | -1.2

Following part.
Structure | U2OS ROS induce
CC1CCN(S(=O)(=O)c2ccc(Cl)c(C(=O)Nc3ccccc3[N+](=O)[O-])c2)CC1 | -11.1
CC(C)NC(=O)N(C)C[C@H]1Oc2ccc(NC(=O)Cc3ccccc3)cc2C(=O)N([C@H](C)CO)C[C@@H]1C | -4.5
C[C@@H]1CN([C@@H](C)CO)C(=O)c2cccc(NS(=O)(=O)c3ccccc3)c2O[C@@H]1CN(C)C | 1.1
COc1ccc(S(=O)(=O)N(C)C[C@@H]2Oc3c(cccc3N(C)C)C(=O)N([C@@H](C)CO)C[C@@H]2C)cc1 | 4.0
Cc1noc(C)c1S(=O)(=O)Nc1ccc2c(c1)CC(=O)N([C@@H](C)CO)C[C@@H](C)[C@@H](CN(C)S(=O)(=O)c1c(C)noc1C)O2 | 4.2
C[C@H]1CN([C@@H](C)CO)C(=O)c2cccc(NC(=O)Nc3ccc4c(c3)OCO4)c2O[C@H]1CN(C)Cc1ccc(-c2ccccc2)cc1 | 102.0*
C[C@@H]1CN([C@H](C)CO)C(=O)Cc2cc(NC(=O)C3CC3)ccc2O[C@H]1CN(C)S(C)(=O)=O | 12.7
O=C(NCc1ccco1)c1ccc(NC(=O)c2ccccc2)cc1 | 15.9
Cc1cc(-c2nc(-c3ccc(Cl)cc3)cs2)no1 | -10.9
CCOc1cc(C(=O)O)cc(Br)c1OCC(N)=O | -6.8
COc1ccc(OC(=O)N(C)C[C@@H]2OCc3cn(nn3)CCCC(=O)N([C@@H](C)CO)C[C@@H]2C)cc1 | 14.1
CCOc1nc(NC2CCCC2)nc(N2CCC(C)CC2)n1 | 18.5
COC(=O)c1ccc(S(=O)(=O)NN2CCOCC2)n1C | 7.2
C[C@@H]1CN([C@@H](C)CO)C(=O)c2cc(NC(=O)C3CC3)ccc2O[C@H]1CN(C)Cc1ccc(Oc2ccccc2)cc1 | 15.3
CCc1cccc(C)c1NC(=O)CSc1nc2ccccc2c(=O)n1-c1cccc2ccccc12 | 5.4

Structure | U2OS ROS induce
COc1cc(NC(=O)COc2ccc([N+](=O)[O-])cc2)ccc1NC(=O)c1ccccc1Cl | -4.8
COc1ccc(S(=O)(=O)Nc2ccc3c(c2)CC(=O)N([C@H](C)CO)C[C@H](C)[C@H](CN(C)Cc2ccc(-c4ccccc4)cc2)O3)cc1 | 8.3
COc1ccc(C(=O)Nc2ccc3nc(SCC(=O)N4CCOCC4)sc3c2)cc1OC | 9.1
COc1ccc(S(=O)(=O)N(C)C[C@@H]2OCCCC[C@@H](C)Oc3ccc(NC(=O)c4ccncc4)cc3C(=O)N([C@H](C)CO)C[C@@H]2C)cc1 | 6.5
C[C@@H]1CN([C@H](C)CO)C(=O)Cc2cc(NC(=O)Cc3ccccc3)ccc2O[C@@H]1CN(C)Cc1ccccc1 | 35.5
COc1ccc(S(=O)(=O)Nc2ccc3c(c2)C(=O)N([C@@H](C)CO)C[C@@H](C)[C@H](CN(C)CC2CC2)O3)cc1 | -7.7
CCOc1ccc(-n2c(SCc3cccc([N+](=O)[O-])c3)nnc2-c2ccncc2)cc1 | 48.3
CC(C)(O)C1Cc2cc(CCc3cc(O)cc(O)c3)ccc2O1 (stereo unspecified) | 1.3
O=c1[nH]nc(C(F)(F)F)n2cccc12 | 28.8
C[C@@H]1CN([C@@H](C)CO)C(=O)c2cc(NC(=O)Nc3ccc(F)cc3)ccc2O[C@@H]1CN(C)Cc1ccc(C(=O)O)cc1 | 19.2
CCn1c(SCC(=O)Nc2ccccc2C(F)(F)F)nnc1-c1cccc(C)c1 | -6.5
COc1ccccc1NC(=O)C1CC(=O)N(C)C(=Nc2ccccc2)S1 (stereo unspecified) | 3.9
Cc1cc(NC(=O)N(C)C)nn1-c1ccccc1 | -13.0
C/C=C(\C)C(=O)O[C@H]1[C@H](OC(C)=O)[C@@]2(CO)C(CC1(C)C)C1=CCC3[C@@]4(C)CC[C@H](O[C@@H]5O[C@H](C(=O)O)[C@@H](O)[C@H](O[C@@H]6O[C@H](CO)[C@H](O)[C@H](O)[C@H]6O[C@@H]6O[C@@H](C)[C@H](O)[C@@H](O)[C@H]6O)[C@H]5O[C@@H]5O[C@H](CO)[C@@H](O)[C@H](O)[C@H]5O)C(C)(C)C4CC[C@@]3(C)[C@]1(C)C[C@H]2O (stereo partly specified) | -24.3
CS(=O)(=O)NC(C(=O)O)c1ccccc1 (stereo unspecified) | -2.6

Structure | U2OS ROS induce
Cc1cc(=O)c2c(O)c3c(O)cc(O)c4c5c(O)cc(O)c6c(O)c7c(=O)cc(C)c8c1c2c(c34)c(c65)c78 | -4.8
C[C@@H]1CCCCO[C@H](CN(C)Cc2ccc(C(=O)Nc3ccccc3N)cc2)[C@@H](C)CN([C@H](C)CO)C(=O)c2cc(NS(=O)(=O)c3cn(C)cn3)ccc2O1 | -8.6
COc1c2c(c(C)c3c1C(=O)OC3)OC1(C)CC(O)C3(O)C(C)(C)OC(=O)CCC3(C)C1C2 (stereo unspecified) | 0.0
COc1ccc(S(=O)(=O)Nc2cccc3c2O[C@H](CN(C)C(=O)Nc2ccc(F)cc2)[C@@H](C)CN([C@H](C)CO)C3=O)cc1 | 6.1
O=C(NCc1ccccc1)C1CCN(Cc2cnn(-c3ccccc3)c2-n2cccc2)CC1 | 23.7
Cc1ccc(S(=O)(=O)N(C)C[C@@H]2Oc3c(NC(=O)c4ccncc4)cccc3C(=O)N([C@@H](C)CO)C[C@H]2C)cc1 | -11.7
CC(C)NC(=O)Nc1ccc2c(c1)C(=O)N([C@@H](C)CO)C[C@H](C)[C@H](CN(C)Cc1ccccc1)O2 | 8.7
CC(C)N1C(=O)S/C(=C/c2cc(Br)c(OCC(=O)O)c(Br)c2)C1=O | 28.0
Cc1ccc(S(=O)(=O)N(C)C[C@H]2Oc3ccc(NC(=O)NC4CCCCC4)cc3CC(=O)N([C@@H](C)CO)C[C@@H]2C)cc1 | 5.6
CCOC(=O)N1CCN(CC(O)Cn2c(=O)c3c(ncn3C)n(C)c2=O)CC1 (stereo unspecified) | 44.0
COc1ccc(/C=C/C(=O)O[C@@H]2[C@@H](OC(=O)/C=C/c3ccc(OC)cc3)[C@H](C)O[C@@H](O[C@H]3[C@@H]4C=CO[C@@H](O[C@@H]5O[C@H](CO)[C@@H](O)[C@H](O)[C@H]5O)[C@@H]4[C@@]4(CO)O[C@@H]34)[C@@H]2OC(C)=O)cc1 | 0.9
C[C@@H]1CN([C@@H](C)CO)C(=O)c2cc(NC(=O)CCN3CCOCC3)ccc2O[C@H]1CN(C)CC1CCCCC1 | 12.3
Cc1ccc(-n2c(C)nnc2SCC(=O)Nc2c(C)cccc2C)cc1C | -22.5
COc1ccc(CN(C)C[C@@H]2Oc3ccc(NS(=O)(=O)c4ccc(OC)cc4)cc3C(=O)N([C@@H](C)CO)C[C@@H]2C)cc1 | -15.5
C[C@@H]1CN([C@H](C)CO)C(=O)c2cccc(NC(=O)Nc3ccc4c(c3)OCO4)c2O[C@H]1CN(C)S(=O)(=O)c1ccc(Cl)cc1 | 7.7

2 records picked at random from those above:
Structure | U2OS ROS induce
NC(=O)CSc1ncn(-c2ccccc2)n1 | -9.9
COc1ccc(OC)c(C2C(C(=O)c3ccco3)C(=O)C(=O)N2CCN(C)C)c1 (stereo unspecified) | -5.5

(continued)
Structure | U2OS ROS induce
CNC[C@@H]1Oc2ccc(NC(=O)Nc3cccc4ccccc34)cc2C(=O)N([C@@H](C)CO)C[C@H]1C | -5.4
O=C(CCN1C(=O)c2ccccc2C1=O)Nc1ccccc1-c1ccccc1 | -6.0
C[C@]12CCC(=O)C=C1CCC1C2[C@@H](O)C[C@@]2(C)C1CC[C@]2(O)C(=O)CO (stereo partly specified) | -3.4
O=C(COc1ccc2ccccc2c1)Nc1cccc(-c2nc3ncccc3o2)c1 | 27.4
C[C@H]1CN([C@@H](C)CO)C(=O)c2cccc(NS(=O)(=O)c3cn(C)cn3)c2O[C@@H]1CN(C)Cc1ccc2c(c1)OCO2 | -4.6
CC(C)(C)NC(=S)N1CCSCC1 | 7.0
CC(=O)OCC1=C[C@@H](O)[C@@H]2C=CO[C@@H](OC3OC(CO)C(O)C(O)C3O)[C@H]12 (stereo partly specified) | -10.1
O=c1[nH]nc(CSc2ccccn2)c2ccccc12 | -8.9
Cc1cccc(-n2c(C)nc3cc(C(=O)NCc4ccc(F)cc4)ccc32)c1 | 35.6
COc1ccc(S(=O)(=O)Nc2cccc3c2O[C@@H](CN(C)C(=O)Nc2c(C)noc2C)[C@@H](C)CN([C@@H](C)CO)C3=O)cc1 | -7.6
NNC(=O)CS(=O)Cc1cccc(C(F)(F)F)c1 (stereo unspecified) | -3.9
O=C(Nc1cccc([N+](=O)[O-])c1)C1CCCN(S(=O)(=O)c2ccc(F)cc2)C1 (stereo unspecified) | 9.2
COc1ccc(NC(=O)N(C)C[C@@H]2Oc3ccc(NC(=O)Nc4ccc(F)cc4)cc3CC(=O)N([C@@H](C)CO)C[C@@H]2C)cc1 | 8.6
NCCNc1ccc([N+](=O)[O-])c(NCCO)c1 | -0.7

Given as labelled records: four of the compounds above.
CC(=O)OCC1=C[C@@H](O)[C@@H]2C=CO[C@@H](OC3OC(CO)C(O)C(O)C3O)[C@H]12 (stereo partly specified)
  U2OS ROS induce: -10.1

O=c1[nH]nc(CSc2ccccn2)c2ccccc12
  U2OS ROS induce: -8.9

Cc1cccc(-n2c(C)nc3cc(C(=O)NCc4ccc(F)cc4)ccc32)c1
  U2OS ROS induce: 35.6

COc1ccc(S(=O)(=O)Nc2cccc3c2O[C@@H](CN(C)C(=O)Nc2c(C)noc2C)[C@@H](C)CN([C@@H](C)CO)C3=O)cc1
  U2OS ROS induce: -7.6

Screening results deposited in PubChem by Broad Institute.
